# Source: PubChem
# Cl transport mod: modulates chloride dependent transport by human KCC2; KCC2 cells, thallium flux FluoZin-2 fluorescence; B-score of Tl+ flux slope (higher = more flux/activation; lower = inhibition) at 10 µM; 2.2% of 190,000 active; Q9H2X9;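 active = thallium flux slope and its plate-corrected score both differing from the plate sample mean at a set confidence after two filtering rounds, in either direction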;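 also: slope of fluorescence scaled to starting intensity during 10 to 20 s after thallium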
# p97 ATPase inh: blocks human p97 ATPase activity; P55072; recombinant p97 ATPase, Kinase-Glo ATP luminescence, 3 h; inhibition, % at 8 µM; 0.42% of 220,000 active; AID 1481; in the data active = inhibition above about 15%;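 also: 0% = DMSO vehicle and 100% = wells lacking enzyme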
# Target sequence (P55072 whole entry, looked up): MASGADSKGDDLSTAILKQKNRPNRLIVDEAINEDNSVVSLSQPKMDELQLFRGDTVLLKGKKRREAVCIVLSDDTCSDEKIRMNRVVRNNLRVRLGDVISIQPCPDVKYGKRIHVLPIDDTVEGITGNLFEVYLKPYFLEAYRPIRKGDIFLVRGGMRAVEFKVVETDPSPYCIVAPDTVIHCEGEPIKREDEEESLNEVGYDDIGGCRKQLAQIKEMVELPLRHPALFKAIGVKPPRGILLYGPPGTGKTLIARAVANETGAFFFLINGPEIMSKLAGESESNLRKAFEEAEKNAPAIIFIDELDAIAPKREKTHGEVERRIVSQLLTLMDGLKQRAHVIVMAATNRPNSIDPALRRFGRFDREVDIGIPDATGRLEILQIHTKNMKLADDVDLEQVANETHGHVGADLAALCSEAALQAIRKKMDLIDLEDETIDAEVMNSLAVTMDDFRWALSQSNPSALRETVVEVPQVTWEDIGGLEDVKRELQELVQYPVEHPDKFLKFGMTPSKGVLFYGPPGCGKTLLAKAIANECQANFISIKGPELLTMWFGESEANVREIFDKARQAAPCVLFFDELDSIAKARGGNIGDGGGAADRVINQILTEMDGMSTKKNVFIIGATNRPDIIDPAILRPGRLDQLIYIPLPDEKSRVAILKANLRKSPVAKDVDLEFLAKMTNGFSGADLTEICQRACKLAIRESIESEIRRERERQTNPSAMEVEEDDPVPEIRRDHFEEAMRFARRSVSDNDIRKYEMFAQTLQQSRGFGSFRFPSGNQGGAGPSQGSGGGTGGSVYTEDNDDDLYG
# Wee1 stabilizer: inhibitors of human Wee1 degradation | P30291 | HeLa Luc-Wee1K328M stability, luciferase luminescence; 100% = proteasome inhibitor MG132 effect | reporter increase, % at 5 µM | 1.2% of 220,000 active | AID 1321;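 active = activation above the mean of all tested compounds plus 3 SD, set per screening run, cut at about 8.8% in these data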;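 also: cells exposed to compound for 20 h before luminescence read; 0% = DMSO alone and 100% = MG132 at 30 µM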
# Furin inhibitor: human furin inhibition. purified furin, fluorogenic substrate cleavage. AID 463115. inhibition, % at 30 µM. P09958. 0.061% of 220,000 active; in the data active = inhibition above about 25%; also: inactives centre near -15
# thrombin 1536: inhibitors of human thrombin | alpha-thrombin, Boc-VPR-AMC fluorogenic substrate cleavage | inhibition, % at 5 µM | 0.26% of 220,000 active | AID 1046;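 active = inhibition at or above 40%; inactive = inhibition below 40%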;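 also: 0% = enzyme with no compound and 100% = wells without enzyme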
#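 Test system: human alpha-thrombin protein / Dosing: one concentration per compound, 5 µM, with 0.2% DMSO / Medium: pH 7.5 Tris-saline with Tween 20 / Benchmarks: no-compound enzyme wells and no-enzyme blanks / Read-out basis: percent inhibition of thrombin substrate cleavage / Timing: reaction at room temperature / Measured by: fluorescence, ex 355 nm, em 460 nm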
# PERK inh: blocks human PERK kinase; Q9NZJ5; CHO PERK-DD fusion, SEAP luminescence translation reporter; inhibition, % at 5.6 µM; 0.17% of 220,000 active; AID 1416;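 active = inhibition above the mean inhibition of all tested compounds plus 3 SD, set separately per screening campaign, cut at about 2.9% in these data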;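 also: PERK kinase domain activated by AP20187 dimerizer at 100 nM; 0% = DMSO with dimerizer and 100% = rapamycin at 8.4 µM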
# FXIa inh 1536: factor XIa (human) inhibition; purified FXIa, Boc-Glu-Ala-Arg-AMC fluorogenic substrate; AID 798; 0.14% of 220,000 active; inhibition, % at 5 µM;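 active = inhibition of at least 40%; inactive = inhibition below 40%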;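 also: fluorescence of freed AMC excited at 355 nm; 0% = enzyme without compound and 100% = no enzyme blank; many of its hits are not listed in these tables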
# FXIIa inh: inhibitors of human coagulation factor XIIa; 0.3% of 220,000 active; P00748; AID 800; purified FXIIa, Boc-QGR-AMC fluorogenic substrate, 2 h; inhibition, % at 5 µM; in the data active = inhibition above about 40%;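 also: 0% = enzyme with no compound and 100% = blank without enzyme; many of its hits are not listed in these tables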
# hK5 inh: kallikrein 5 (human) inhibition; Q9Y337; recombinant hK5, fluorogenic AMC substrate cleavage; inhibition, % at 5 µM; 0.59% of 210,000 active; AID 873;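 active = inhibition of 40% or more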;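 also: 0% = enzyme controls without compound and 100% = no-enzyme blanks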
# Target sequence (Q9Y337 67-293 limits assumed): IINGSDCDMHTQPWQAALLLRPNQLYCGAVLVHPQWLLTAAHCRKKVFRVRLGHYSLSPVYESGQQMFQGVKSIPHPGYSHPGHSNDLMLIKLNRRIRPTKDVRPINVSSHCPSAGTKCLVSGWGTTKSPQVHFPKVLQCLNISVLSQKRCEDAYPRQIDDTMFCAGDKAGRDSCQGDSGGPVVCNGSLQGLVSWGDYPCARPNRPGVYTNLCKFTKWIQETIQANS
# * marks the source's active call; other numbers are inactive results; · = no result given; [ ] = another dose, or the depositor's remark.
SMILES,Cl transport mod,p97 ATPase inh,Wee1 stabilizer,Furin inhibitor,thrombin 1536,PERK inh,FXIa inh 1536,FXIIa inh,hK5 inh
COc1ccc(C(=O)Nc2scc(-c3ccc(Cl)cc3Cl)c2C(N)=O)cc1,-0.2,2,0,-3[20 µM],-4,-0.3,0,12,0
O=C(Nc1cc(C(F)(F)F)ccc1Cl)C(Sc1cccc[n+]1[O-])c1ccccc1 (stereo not drawn),1.7,-5,-1,-4,2,-0.8,2,14,7
CN1CCN(CC(=O)NN2CC(=O)N(c3ccc(F)cc3)CC2=O)CC1,0.78,4,-1,-19,-5,0.7,-14,2,5
CCOC(=O)C1=C(CS(=O)(=O)c2ccccc2)NC(=O)NC1c1ccccc1 (stereo not drawn),0.17,6,-1,-20,-3,2.0,-4,6,-7
COc1cc2c(cc1OC)CN(S(C)(=O)=O)CC2,·,0,-3,-6,3,0.9,8,17,-2
COc1ccccc1/C=C1\SC(=S)N(C(C(=O)O)c2ccccc2)C1=O (stereo not drawn),-2.4,-1,-2,10,2,1.7,6,16,9
COc1ccc(-n2cc(C(=O)O)c3ccccc3c2=O)cc1,0.027,-2,0,-18[20 µM],3,-1.0,-3,9,-6
Cc1ccc(-n2ncc3c(NCc4ccccn4)ncnc32)c(C)c1,0.75,4,-1,-11,-2,0.2,3,13,-19
CCn1ncc(Br)c1C(=O)Nc1ccc2c(c1)OCCO2,0.85,1,-1,-23,-5,1.9,-5,-5,-17
CCOc1cc(NS(=O)(=O)c2ccccc2)c(OCC)cc1NC(=O)c1ccco1,0.86,0,2,-20[20 µM],-5,-0.6,-2,0,-11
COC(=O)C1=C(C(=O)OC)N2C=CC=CC2(C)C(C(=O)OC)=C1C(=O)OC (stereo not drawn),0.11,2,-3,-14,-10,-0.3,4,7,-11
O=C(O)CCCCn1c(SCc2cc(=O)n3cc(Cl)ccc3n2)nc2ccsc2c1=O,-0.99,4,-1,-1,4,0.3,9,14,-5
Cc1cc(Cl)cc(C)c1OCCCCn1ccnc1,-0.69,-1,0,-10,-5,0.0,2,-9,-6
COc1ccc(C2CC(=O)C3=C(C2)Nc2ncnn2C3c2ccccc2C)c(OC)c1 (stereo not drawn),0.03,2,3,-21,0,0.1,-3,2,-19
CC1(OC(=O)CCc2ccccc2)C(=O)C=C2C=C(c3ccc(C#N)cc3)N(C(CO)CO)C=C2C1=O (stereo not drawn),-0.28,·,·,-9,-6,·,0,1,-1
O=c1c(Cc2ccc(Cl)cc2)c(O)ccn1Cc1ccccc1,1.8,-3,-1,-15[20 µM],-12,-0.8,-8,4,-13
O=C(/C=C\Nc1ccccn1)c1ccccc1,-0.42,-8,-1,-16,4,0.0,3,18,2
Cc1cccc(C(=O)N[C@H](C(=O)Nc2nc(C)cs2)C(C)C)c1,0.59,4,-2,-9,-12,-0.6,3,4,-21
O=C(NC1CCCC1)c1ccc(Br)o1,·,0,-1,-11[20 µM],-4,-0.4,-5,6,-10
O=C(CN1C(=O)CCS(=O)(=O)c2ccccc21)NCc1ccc2c(c1)OCO2,0.21,1,1,-21,-2,-0.4,18,25,19
COc1ccc(CN(CC(=O)NC2CCCCC2)C(=O)CCCC(=O)Nc2ccccn2)cc1,0.16,0,-3,-27,-10,0.4,-1,6,0
COc1ccc(C(C)=O)cc1CS(=O)(=O)CC(=O)O,0.031,-1,-1,-20,-2,1.1,-1,13,2
CC(C1CCN(Cc2cn(C)nc2-c2cccc(Cl)c2)CC1)N1CCOCC1 (stereo not drawn),0.037,1,1,-16,-2,1.2,-1,8,·
Cc1ccc(-c2nc(CN3CCCCC3c3cccc(F)c3)c(C)o2)o1 (stereo not drawn),2.1,-2,-5,-17,-5,-1.0,-5,9,-4
O=C(O)C(=O)Cc1c[nH]c2ccccc12,-1.7,10,1,-15,4,0.9,11,20,-3
# Continued.
SMILES,Cl transport mod,p97 ATPase inh,Wee1 stabilizer,Furin inhibitor,thrombin 1536,PERK inh,FXIa inh 1536,FXIIa inh,hK5 inh
CC(=O)NS(=O)(=O)c1ccc(NC(=O)CSc2ccccc2)cc1,-0.65,-4,-1,-8,-9,-0.9,-4,2,-1
O=C(Cn1cnc2ccccc2c1=O)Nc1nnc(C2CC2)s1,0.53,5,2,-12,-3,1.5,2,9,-8
Cc1ccc(Cl)cc1NC(=O)c1ccc(CSc2nnnn2C)cc1,1.8,0,-1,-7[20 µM],-13,-1.5,-2,13,-24
NS(=O)(=O)c1ccc(CNC(=S)NCc2ccc(Cl)cc2)cc1,-0.018,2,-1,-14,-3,1.6,8,6,-14
CCCCNC(=O)C(c1ccc(OCC(=O)OC)c(C(=O)OC)c1)N(CCc1c[nH]c2ccccc12)C(=O)CCCCCN1C(=O)NC(c2ccc(-c3ccccc3)cc2)C(C(=O)OCc2ccccc2)=C1C (stereo not drawn),0.6,·,·,-23,0,·,2,5,0
CCCCN1CCc2c1nc1ccc(Br)cc1c2N,-1.4,1,-2,-15[20 µM],-1,-0.1,-4,4,-4
Cc1ccsc1S(=O)(=O)N1CCC(CO)(CC2CCCCO2)CC1 (stereo not drawn),-1.1,2,-3,-12,-3,-0.8,3,8,6
CC(C)(C)n1c(=O)[nH]c2c(c1=O)CCC2,0.021,3,-2,-7,1,0.0,1,11,16
CCOc1ccc(NC(=O)Cn2nnc(C(=O)NCCc3ccc(OC)c(OC)c3)c2N)cc1,0.073,-4,-1,0[20 µM],-20,0.6,4,-6,1
O=C(/C=C/c1ccc(Cl)cc1)N1CCN(c2ncccn2)CC1,0.87,-4,4,-13[20 µM],2,0.5,8,13,-10
COCCNC(=O)c1ccccc1NC(=O)c1cc(OC)cc(OC)c1,0.022,-3,-1,-10,-7,-0.6,-8,-3,-13
CCOC(=O)c1[nH]c(C)c(C(=O)Nc2cccc(Cl)c2C)c1C,·,-5,1,-26,-5,-0.3,-2,12,11
Cc1ccc(C(=O)COC(=O)C(C)N2C(=O)C3C4C=CC(C4)C3C2=O)cc1 (stereo not drawn),-0.29,4,-2,-16,-6,0.3,4,8,-5
CN1CCN(c2ccccc2NC(=O)c2ccc(-c3ccc(Cl)cc3Cl)o2)CC1,0.56,-1,-1,-17[20 µM],3,-1.2,4,17,-2
COc1ccc(CC2(CO)CCN(Cc3ccc(NC(C)=O)cc3)CC2)cc1,-0.059,-1,-2,-32,-2,2.2,-2,5,·
COc1cc(NC(=O)NCCN2CCN(c3ccc(Cl)cc3)CC2)ccc1C,0.49,2,1,-4[20 µM],-7,-1.3,14,27,5
CCN(CC)S(=O)(=O)c1cc(C(=O)OCC(=O)Nc2ccc(-c3nc4ccc(C)cc4s3)cc2)ccc1F,0.37,2,-1,-36,-2,0.6,7,9,-15
COC(=O)c1cn(NC(=O)/C=C/c2cccc(OC)c2OC)c(=O)c2ccccc12,-0.0042,3,-4,-30,-3,0.8,-12,11,-18
COc1ccc(OCc2nnc3n2N=C(c2ccc(OC)cc2)CS3)cc1,·,0,4,-21,0,0.5,4,12,-4
CC(C)(C)SCCNS(=O)(=O)c1ccccc1,0.061,2,1,-18,22,0.5,13,50*,43*
Nn1c(SCc2cn3ccccc3n2)nnc1-c1ccncc1,0.2,7,-3,-26,2,1.1,-2,5,0
Cc1[nH]c2ccccc2c1/C=C/c1nc2ccccc2c(=O)n1-c1cccc([N+](=O)[O-])c1,0.27,7,-2,-20,-7,1.5,20,29,-4
Cc1cccnc1NCc1ccc(O)c2ncccc12,-0.66,3,-3,-6,-5,1.4,-6,2,-189
N/C(CCS(=O)(=O)c1ccc(Cl)cc1)=N\OC(=O)c1ccccc1Cl,·,-2,4,-7,-2,-0.9,3,4,-1
O=C(CSc1nc2ccccc2o1)NCC(=O)c1ccccc1,-0.73,0,-1,-13,-1,0.6,7,7,-21

# Ordered by molar mass (smallest number first): part of the list above.
SMILES,Cl transport mod,p97 ATPase inh,Wee1 stabilizer,Furin inhibitor,thrombin 1536,PERK inh,FXIa inh 1536,FXIIa inh,hK5 inh
CC(C)(C)n1c(=O)[nH]c2c(c1=O)CCC2,0.021,3,-2,-7,1,0.0,1,11,16
NS(=O)(=O)c1ccc(CNC(=S)NCc2ccc(Cl)cc2)cc1,-0.018,2,-1,-14,-3,1.6,8,6,-14
CN1CCN(c2ccccc2NC(=O)c2ccc(-c3ccc(Cl)cc3Cl)o2)CC1,0.56,-1,-1,-17[20 µM],3,-1.2,4,17,-2

# Carrying on.
SMILES,Cl transport mod,p97 ATPase inh,Wee1 stabilizer,Furin inhibitor,thrombin 1536,PERK inh,FXIa inh 1536,FXIIa inh,hK5 inh
CC1=C(C(=O)Nc2ccccn2)C(c2ccc(Cl)cc2Cl)NC(=S)N1 (stereo not drawn),-0.75,4,-1,-14,2,1.2,4,4,-14
O=C(NC(Cc1ccccc1)C(=O)O)c1ccc(S(=O)(=O)N2CCOCC2)cc1 (stereo not drawn),0.26,-5,-2,-16[20 µM],-5,0.2,-6,0,-8
S=C(NCc1ccccn1)Nc1ccc(Cl)cc1,0.19,-5,-1,-8[20 µM],-3,0.2,1,18,-35
O=C(O)CCS(=O)(=O)Cc1ccccc1Cl,-0.02,1,0,-19[20 µM],-7,1.0,5,9,-16
CSCCC(NC(=O)c1ccc([N+](=O)[O-])cc1Cl)C(=O)OCC(=O)NC1CCCC(C)C1C (stereo not drawn),0.0039,-6,0,-2,-10,-0.6,-14,-10,-21
COc1ccc(NS(=O)(=O)c2cccc3nonc23)c(OC)c1,0.99,4,-2,-7,-9,-0.2,3,7,-14
O=C(COc1ncnc2sccc12)NC1CCCc2ccccc21 (stereo not drawn),-0.04,4,0,-21,-7,0.3,-1,12,-8
Cc1ccc(-c2nnn(CC(=O)NCCc3ccc4c(c3)OCO4)n2)o1,-0.3,3,1,-22,1,1.2,4,11,-5
COc1ccc(CSCC(=O)N/N=C/c2ccccc2OCc2ccccc2)cc1,0.27,0,1,-16[20 µM],1,0.1,2,16,-1
c1ccc(OCc2nc(-c3ccccc3)no2)cc1,0.63,-2,1,-11[20 µM],-10,0.7,-2,-4,-2
CCCc1nc(SCC(=O)Nc2ccccc2)c2c(=O)n(C)c(=O)n(C)c2n1,·,0,-1,-35,-4,-1.0,4,10,-24
CCOC(=O)/C(C#N)=C/N1CCOCC1,0.48,1,3,-23,-1,1.5,1,9,1
COc1cccc(C(=O)NNC(=O)Cc2ccc(Cl)cc2)c1,0.25,4,-1,-8,1,0.3,3,12,-14
C/C(=N\Nc1nccnc1Cl)c1ccc([N+](=O)[O-])cc1,-1.9,0,1,-14[20 µM],-4,0.7,-4,11,4
O=C(NCCc1c[nH]c2ccccc12)c1c(Cl)nc2sccn12,·,3,-2,-28,-5,0.0,-1,12,-7
CCOc1ccccc1CN(CCc1ccc2c(c1)OCO2)Cc1ccccn1,-0.13,2,0,-24,-1,-1.6,-6,10,-2
CN(C)CCn1c2ccccc2c2nc3ccc([N+](=O)[O-])cc3cc21,-1.5,3,-1,-6,-7,-0.6,-1,9,-2
O=C(Cc1cccs1)NNC(=O)c1ccc(F)cc1,-0.39,-4,2,-5,12,0.4,14,19,8
COc1cccc(N2CC(=O)N(c3cccc(OC)c3)CC2=O)c1,-0.61,4,4,-28,2,2.2,10,-6,-18
CCN1CCN(Cc2ccc(NC(=O)c3ccc(C)c(NC(=O)c4ccc5n[nH]nc5c4)c3)cc2C(F)(F)F)CC1,0.11,·,·,-19,-1,·,1,8,2
Cc1ccc(-c2nnc(N)o2)cc1,-0.19,-2,1,-18,9,0.0,15,27,11
N#Cc1c2c(c(-c3ccccc3Cl)[nH]c1=S)CCCC2,40*,5,2,-12,0,0.5,1,5,0
